SUMO1-SIM PPI = alters human SUMO1 binding to SIM partners | inhibition, % at 20 µM | SUMO1 binding to a labelled peptide, TR-FRET, 1 h | hit rate 0.33% among 360,000; in the data active means inhibition above about 37%
Target sequence (P63165 whole entry, looked up): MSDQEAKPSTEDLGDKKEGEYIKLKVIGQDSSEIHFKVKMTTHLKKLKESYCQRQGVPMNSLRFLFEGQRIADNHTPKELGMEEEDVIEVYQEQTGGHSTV
STEP block = blocks human striatal-enriched tyrosine phosphatase | P54829 | recombinant STEP, OMFP fluorogenic substrate, fluorescence | inhibition, % at 20 µM | hit rate 0.25% among 360,000 | AID 588621;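 active means inhibition at 20 µM, scaled per plate between control wells, above about 37%, limit read from the data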;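 further: 0% = DMSO with enzyme and substrate and 100% = substrate only without enzyme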
Target sequence (P54829 whole entry, looked up): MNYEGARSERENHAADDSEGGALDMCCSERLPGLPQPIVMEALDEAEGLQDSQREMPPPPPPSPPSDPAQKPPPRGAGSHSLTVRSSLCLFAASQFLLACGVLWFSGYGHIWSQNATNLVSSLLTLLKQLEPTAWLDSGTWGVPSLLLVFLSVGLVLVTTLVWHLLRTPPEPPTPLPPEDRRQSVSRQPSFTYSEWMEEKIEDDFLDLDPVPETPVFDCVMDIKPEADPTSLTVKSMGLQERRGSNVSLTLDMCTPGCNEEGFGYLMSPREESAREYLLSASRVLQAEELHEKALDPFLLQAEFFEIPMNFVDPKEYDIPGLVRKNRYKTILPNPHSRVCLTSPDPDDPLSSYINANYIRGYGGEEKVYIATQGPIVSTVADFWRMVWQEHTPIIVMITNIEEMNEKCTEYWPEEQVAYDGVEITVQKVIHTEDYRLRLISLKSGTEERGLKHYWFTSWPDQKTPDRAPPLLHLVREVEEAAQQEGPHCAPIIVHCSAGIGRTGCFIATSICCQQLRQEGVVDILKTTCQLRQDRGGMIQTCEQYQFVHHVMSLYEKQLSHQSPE
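Assay system: isolated STEP enzyme. Buffer or medium: pH 6.0 Bis-Tris with DTT and Tween 20. Also added: fluorogenic phosphatase substrate OMFP at 25 µM final. Dosing: 20 µM, 1% DMSO. Timing: 20 min reaction, room temperature, in the dark. Measured by: fluorescence intensity, excitation 480 nm, emission 540 nm. Evaluation: normalized % inhibition.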
SKN-1 inh = C. elegans SKN-1 inhibition. inhibition, % at 21.8 µM. AID 624304. hit rate 0.49% among 360,000. C. elegans VP596 Pgst-4::GFP/RFP ratio, acrylamide-induced, 24 h;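 active means interference check ratio from 0.5 to 1.5 plus GFP to RFP signal ratio inhibition reaching or exceeding a fixed threshold, cut at about 30% in these data, passing the limit was not always enough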; further: some compounds called inactive have numbers as strong as hits
Scp1 inh = inhibitors of human Scp-1 phosphatase; Q9GZU7; hit rate 0.88% among 340,000; Recombinant Scp1, phosphopeptide, malachite green phosphate absorbance; inhibition, % at 20 µM;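 active means inhibition above about 50% at 20 µM, limit read from the data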;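 further: plate controls were DMSO wells with enzyme for no effect and wells lacking enzyme for full effect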
Target sequence (Q9GZU7 76-261 limits assumed): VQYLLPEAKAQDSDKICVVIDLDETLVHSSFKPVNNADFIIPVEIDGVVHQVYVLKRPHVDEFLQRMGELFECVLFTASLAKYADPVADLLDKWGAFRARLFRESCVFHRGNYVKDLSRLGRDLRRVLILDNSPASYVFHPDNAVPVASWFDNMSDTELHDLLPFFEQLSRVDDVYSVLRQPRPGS
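Material – SCP-1 phosphatase catalytic domain, residues 76-261 · Buffer or medium – Acidic Tris acetate buffer with magnesium and detergent · Also added – Phospho 17-mer peptide substrate · Compound – single 20 µM dose, 1% DMSO · Times – 45 min room-temperature reaction, 5 min colour, 30 min stabiliser · Technique – Phosphate-binding colour reagent, absorbance read at 630 nm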
TbMetRS inhib = blocks T. brucei methionyl-tRNA synthetase activity | purified T. brucei MetRS, ATP depletion, Kinase-Glo luminescence | inhibition, % at 11.9 µM | hit rate 0.4% among 360,000 | AID 624268;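 active means inhibition above a per-plate cutoff of the control wells' mean inhibition plus 3 SD, cut at about 5.5% in these data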;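 further: 0% = DMSO wells median and 100% = median of wells with control inhibitor compound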
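Test system: purified T. brucei MetRS enzyme. Also added: ATP, methionine and E. coli bulk tRNA substrates. Compound: 11.9 µM single point. Schedule: 15 min enzyme-compound preincubation, 2 h reaction, 10 min detection, 25 °C. Signal: luciferase luminescence of residual ATP, Kinase-Glo. Evaluation: percent inhibition versus plate control medians. Controls: DMSO wells, low control.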
NRP1-CendR mod = modulators of CendR peptide binding to human neuropilin-1 | inhibition, % at 25 µM | FAM-RPARPAR peptide binding to NRP-1, fluorescence polarization | hit rate 0.85% among 360,000 | O14786 | AID 602438;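 active means inhibition or corrected inhibition above about 18%, plus a signal ratio from 0.5 to 1.5, limit read from the data, passing the limit was not always enough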; further: strong numbers were not always called active
DNMT1 block = DNMT1 (human) enzyme inhibition. inhibition (reported as % activation of signal), % at 10 µM. P26358. DNMT1 molecular beacon, Hinp1I cleavage, fluorescence. hit rate 0.83% among 360,000. AID 588458; in the data active means inhibition above about 50%
Neddylation inh = cullin neddylation inhibition | P61081+Q13564 | TR-FRET cullin neddylation, biochemical | calls only at 25 µM | hit rate 0.58% among 360,000; in the data active means inhibition above about 36%
NadD inh = NadD (S. aureus) enzyme inhibition; hit rate 0.78% among 360,000; inhibition, % at 20 µM; purified NadD enzyme, colorimetric absorbance read-out; in the data active means inhibition above about 26%; further: some compounds past the cut are filed as inactive
LMPTP inh = LMPTP (human) inhibition | P24666 | recombinant LMPTP-A, OMFP fluorogenic substrate, fluorescence intensity | inhibition, % at 20 µM | hit rate 0.22% among 360,000 | AID 651560;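 active means compounds that cut the enzyme signal by at least half of the control window in the single-dose screen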;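 further: plate controls were DMSO wells with enzyme plus substrate for no effect and substrate without enzyme for full effect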
Target sequence (P24666 whole entry, looked up): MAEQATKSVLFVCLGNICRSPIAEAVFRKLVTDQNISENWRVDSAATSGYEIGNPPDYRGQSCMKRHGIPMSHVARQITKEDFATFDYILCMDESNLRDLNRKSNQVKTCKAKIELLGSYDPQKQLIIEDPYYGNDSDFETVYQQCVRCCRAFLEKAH
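Assay system: LMPTP-A enzyme. Input: 0.625 nM LMPTP-A final. Probe or stimulus: 400 µM OMFP. Compound dosing: single 20 µM dose. Schedule: 50 min dark incubation at room temperature. Detection: fluorescence intensity of OMFP turnover product. Read-out: percent inhibition versus substrate-only and uninhibited controls. Benchmarks: no-enzyme low control, uninhibited high control.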
The depositor's hits bear a star; i = inactive; / = not tested or not shown.

No.	SMILES	SUMO1-SIM PPI	STEP block	SKN-1 inh	Scp1 inh	TbMetRS inhib	NRP1-CendR mod	DNMT1 block	Neddylation inh	NadD inh	LMPTP inh
1	CCCn1c(SCC(=O)NCCc2ccccc2)nnc1-c1ccco1	-2.2	-1.5	-19.0	-3.6	-1.3	-3.7	1.1	i	-6.2	-1.0
2	O=C(c1c[nH]c(C(=O)C(Cl)(Cl)Cl)c1)c1ccccc1Br	-0.3	-3.2	-1.0	-4.1	-0.9	-12.4	2.9	i	-7.8	0.3
3	Cc1ccc(S(=O)(=O)Nc2nc3ccccc3nc2N2CCOCC2)cc1	3.2	4.4	5.7	-7.7	-0.3	13.7	-1.1	i	-1.8	1.6
4	CCOc1ccc(/C=C2/SC(=O)NC2=S)cc1	4.0	0.3	-11.5	-13.1	0.7	-7.8	-3.9	i	0.6	-0.3
5	Cc1ccc(NC(=O)[C@H](C)NC(=O)C2CCN(C(=O)[C@H](CC(C)C)NC(=O)OC(C)(C)C)CC2)cc1	-2.2	-2.4	5.6	11.5	-1.5	5.2	0.5	i	-4.2	-0.2
6	CC(=O)NCc1ccc(S(=O)(=O)N/N=C/c2ccc(N(C)C)cc2)cc1	-6.9	0.3	-4.3	3.1	0.5	3.9	-0.1	i	0.0	-0.6
7	CC(=O)c1cccc(NC(=O)/C(=C\c2cccnc2)NC(=O)c2ccccc2)c1	0.0	-1.5	7.0	-2.3	-0.3	5.9	1.3	i	7.9	-0.5
8	CCCCC(=O)Nc1cccc(NC(=O)c2ccccc2Br)c1	4.0	-0.2	2.6	-2.7	0.2	-8.8	-3.6	i	-5.2	-0.1
9	CN(C)/C=N/c1nc2nccc(-c3ccc(F)cc3)n2n1	3.1	-0.4	-3.2	-3.3	-1.0	10.3	1.1	/	-0.2	0.2
10	Fc1cccc(CSc2nnc3c(n2)[nH]c2ccccc23)c1	-2.3	1.6	-3.5	2.5	1.0	15.3	14.4	i	0.9	-0.1
11	O=C(Nc1ccccc1)Nc1ccc(NC(=O)c2ccccc2O)cc1	1.5	-1.3	7.5	-6.8	0.1	8.4	-0.3	i	-3.6	8.2
12	Cc1cc(C)cc(N=Cc2[nH]c3ccc(Br)c(Cl)c3c2O)c1	-0.1	0.1	1.7	-2.7	-0.9	-65.4	-5.5	i	1.0	-0.7
13	CCOc1ccc(NC(=O)CN2C(=O)COc3ccc(S(=O)(=O)N4CCCCC4)cc32)cc1	0.6	-1.1	-15.9	9.9	-0.5	14.7	-3.1	i	-1.1	-0.3
14	COC(=O)c1cccc(N(C(=O)c2ccco2)C(C(=O)NC2CCCC2)c2ccco2)c1 (stereo unspecified)	-2.7	-2.3	19.4	-2.2	-1.5	10.5	-0.4	i	-2.3	-0.9
15	Cn1c(=O)[nH]c(=O)c2c1nc(NCCCn1ccnc1)n2Cc1cccc(Br)c1	-0.2	-1.2	27.4	-7.6	2.3	-2.4	1.6	i	-6.1	-1.8
16	COc1cc(/C=N/Nc2nc(=O)[nH]nc2C)cc(OC)c1O	-7.6	1.4	1.8	-4.5	-0.5	-51.2	-1.8	i	-2.1	-3.1
17	COc1cc2ccc(C(C)=O)c(O)c2cc1OC	-17.5	1.0	7.7	/	-0.2	-2.2	-1.1	i	-4.5	-0.6
18	COc1cc(C2c3cc4c(cc3OC(NNC(N)=S)C2C)OCO4)cc(OC)c1OC (stereo unspecified)	-1.5	-0.3	-10.8	-4.7	-0.3	-5.4	-5.0	i	0.8	-0.8
19	CCCCn1c(=O)c(CCC(=O)OCC(=O)NC(=O)NCCC(C)C)nc2ccccc21	-3.4	1.0	1.0	-6.0	-0.9	2.5	0.1	i	-2.4	0.2
20	COc1ccc(OCc2cc(C(=O)NCC(C)Oc3cccnc3)no2)c(Cl)c1 (stereo unspecified)	1.4	-2.2	19.6	-9.5	1.2	-7.8	-4.6	i	-2.2	1.9
21	CCC1=NN(C(=O)c2ccc(Cl)cc2)C(O)(c2ccc(C)cc2)C1 (stereo unspecified)	2.5	4.5	-3.9	-7.7	-0.9	2.4	2.7	i	-6.5	-1.7
22	CC1(C(=O)NS(=O)(=O)c2cccs2)CCN1C(=O)c1ccccc1CCc1ccccc1 (stereo unspecified)	1.7	1.9	10.3	/	-0.5	-4.7	4.2	i	-2.0	-0.2
23	O=C(NC1CCCc2ccccc21)c1cncc(Br)c1 (stereo unspecified)	0.2	-2.6	11.0	-1.2	-0.5	5.3	-2.8	i	-2.2	-0.2
24	O=c1c(/C=C(\O)c2ccc(F)cc2)nc2ccccc2n1-c1ccccc1	-6.8	-4.2	-90.5	-10.8	0.1	-49.8	-5.9	i	1.1	1.4
25	Cc1nnc(SCC(=O)Nc2sccc2C#N)n1Cc1ccccc1	14.4	-2.1	-4.5	14.7	-1.1	-10.3	7.3	i	0.8	5.7
26	COC(=O)C(Cc1ccc(O)cc1)NC(=O)C12CC3CC(CC(C3)C1)C2 (stereo unspecified)	2.1	-1.6	-0.5	-10.6	-0.2	-7.1	-2.8	i	2.8	-0.1
27	CN(C)S(=O)(=O)N1CCN(C(=O)c2cccs2)CC1	1.0	-0.8	15.5	-2.0	-0.4	-0.2	-1.1	i	5.9	-2.1
28	N#CCNc1ccc([N+](=O)[O-])cc1C#N	-15.1	0.9	5.0	0.6	0.3	-7.8	-4.9	i	-4.1	-0.7
29	C=CCN1CC(=O)N2C(c3ccccc3)c3[nH]c4ccccc4c3C[C@H]2C1=O (stereo partly specified)	-4.1	1.8	-19.3	11.4	3.8	4.1	-0.1	i	-6.2	-0.9
30	CCOCCCn1c(SCC(=O)NCc2ccco2)nc2c(sc3ccccc32)c1=O	-0.9	-2.4	-0.7	-4.6	-0.6	-12.9	4.2	i	2.6	0.9
31	CCCN1CCC(=O)N([C@H](COc2ccccc2)Cc2ccccc2)CC1	0.5	-4.7	-0.1	-1.3	-0.7	4.8	3.5	i	3.2	-0.5
32	CCc1sc(C(=O)NCc2ccco2)cc1C	7.5	1.8	6.9	6.2	-0.8	-3.7	2.0	i	0.8	1.5
33	Nc1cc(-c2ccccc2)ccc1O	4.6	1.1	2.2	-5.0	1.0	-1.8	-16.6	/	-0.2	-0.9
34	Cc1cc(C(=O)N2CCCC(N3CCN(c4cccc(C(F)(F)F)c4)CC3)C2)c(C)o1 (stereo unspecified)	-2.1	-1.7	3.3	-1.8	0.1	12.5	-0.6	i	-0.4	-0.3
35	Cn1ncc2c(=O)[nH]nnc21	-0.6	-3.2	5.9	-7.6	-0.2	0.5	-36.5	i	-2.4	-1.4
36	O=C(NC1CC1)c1ccc(-c2ccccc2)cc1	-0.4	-0.8	-2.3	-9.7	-0.8	19.3	1.3	i	-1.2	-2.6
37	NC(=O)C1(N2CCCCC2)CCN(C(=O)NC2CCCCC2)CC1	-3.1	2.8	-2.3	-3.0	-0.2	6.8	-0.6	i	-3.8	-0.6
38	Cn1ncc(Cl)c1C(=O)Nc1ccc2c(c1)OCO2	3.9	-2.6	18.6	-2.0	-0.2	-9.4	-2.5	i	-4.4	-0.4
39	CCOC(=O)NC(NCC(O)c1ccccc1)(C(F)(F)F)C(F)(F)F (stereo unspecified)	-0.1	-0.4	-3.6	-4.6	-0.4	-7.6	-0.1	i	3.6	-0.4
40	Cc1ccc(C(=O)C2COC(=O)C2)cc1 (stereo unspecified)	4.7	-2.4	-7.9	-10.7	-0.7	-17.0	3.3	i	-3.6	-0.6
41	S=C(NCC1CCCO1)N1CCN(c2nc(-c3ccc(Cl)cc3)cs2)CC1 (stereo unspecified)	-5.5	0.5	5.9	0.6	0.3	-1.5	-1.4	i	0.7	2.6
42	CCN1CCN(CCNC(=O)c2ccc3nc(-c4cccc(C)c4)c(-c4cccc(C)c4)nc3c2)CC1	-158.2	1.9	13.4	-5.7	-0.2	20.4	0.0	/	0.3	-6.6
43	CC1CCN(c2ccc3c(c2)S(=O)(=O)c2cccc(C(=O)O)c2C3=O)CC1	-31.3	4.5	2.6	4.0	0.3	-93.6	-2.0	i	-8.1	0.3
44	S=c1[nH]nc(-c2ccc(Br)o2)n1Cc1ccccc1	2.3	-0.6	3.0	4.7	-1.7	4.5	1.9	i	8.8	-2.2
45	C=C(C)[C@@H]1CC=C(CN2CCC(N3CCC(C(=O)N4CCCC4)CC3)CC2)CC1	-5.9	-0.3	-3.8	-6.1	-0.5	-7.8	-1.7	i	-3.8	-0.9

Exported field by field: 3 of the compounds above.
29. C=CCN1CC(=O)N2C(c3ccccc3)c3[nH]c4ccccc4c3C[C@H]2C1=O (stereo partly specified)
  SUMO1-SIM PPI: -4.1	STEP block: 1.8	SKN-1 inh: -19.3	Scp1 inh: 11.4	TbMetRS inhib: 3.8	NRP1-CendR mod: 4.1	DNMT1 block: -0.1	Neddylation inh: i	NadD inh: -6.2	LMPTP inh: -0.9

30. CCOCCCn1c(SCC(=O)NCc2ccco2)nc2c(sc3ccccc32)c1=O
  SUMO1-SIM PPI: -0.9	STEP block: -2.4	SKN-1 inh: -0.7	Scp1 inh: -4.6	TbMetRS inhib: -0.6	NRP1-CendR mod: -12.9	DNMT1 block: 4.2	Neddylation inh: i	NadD inh: 2.6	LMPTP inh: 0.9

31. CCCN1CCC(=O)N([C@H](COc2ccccc2)Cc2ccccc2)CC1
  SUMO1-SIM PPI: 0.5	STEP block: -4.7	SKN-1 inh: -0.1	Scp1 inh: -1.3	TbMetRS inhib: -0.7	NRP1-CendR mod: 4.8	DNMT1 block: 3.5	Neddylation inh: i	NadD inh: 3.2	LMPTP inh: -0.5

(next part)
No.	SMILES	SUMO1-SIM PPI	STEP block	SKN-1 inh	Scp1 inh	TbMetRS inhib	NRP1-CendR mod	DNMT1 block	Neddylation inh	NadD inh	LMPTP inh
46	COc1ccc(C(C)(O)c2nc(-c3cc(F)cc(F)c3)cs2)cc1 (stereo unspecified)	-1.9	-3.2	12.6	/	-0.4	18.7	-10.0	i	-0.8	2.2
47	CCOC(=O)C(NC(=O)CC)(Nc1cc(C)on1)C(F)(F)F (stereo unspecified)	9.4	-1.9	5.2	-4.6	1.4	2.9	2.2	i	2.3	-1.6
48	CC(=O)OCC1OC(Sc2cccc3cccnc23)C(OC(C)=O)C(OC(C)=O)C1OC(C)=O (stereo unspecified)	3.1	2.8	-15.6	3.3	0.1	9.0	-8.5	/	2.2	1.3
49	CC(C)(C)C(=O)NC(c1ccccc1)c1c(O)ccc2ccccc12 (stereo unspecified)	2.8	0.4	-0.5	-12.8	-1.1	9.6	11.5	i	0.3	1.3
50	CCc1nnc(NC(=O)C2CCCCC2)s1	-2.1	0.8	-16.3	-10.9	-1.0	-2.9	4.6	i	-6.6	-1.7
